CHT allo act – CHT positive allosteric modulators, primary screen, cell-based, membrane potential dye, choline EC20; CHT-expressing cells; hits give high values; LV-AA mutant CHT in HEK293 cells; B-score at 10 µM; 310,000 tested, 0.49% active;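 active = initial fluorescence not abnormally high and integrated response B-score, plate-corrected, over 3 SD above library mean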
Target sequence (Q9GZV3 whole entry, looked up): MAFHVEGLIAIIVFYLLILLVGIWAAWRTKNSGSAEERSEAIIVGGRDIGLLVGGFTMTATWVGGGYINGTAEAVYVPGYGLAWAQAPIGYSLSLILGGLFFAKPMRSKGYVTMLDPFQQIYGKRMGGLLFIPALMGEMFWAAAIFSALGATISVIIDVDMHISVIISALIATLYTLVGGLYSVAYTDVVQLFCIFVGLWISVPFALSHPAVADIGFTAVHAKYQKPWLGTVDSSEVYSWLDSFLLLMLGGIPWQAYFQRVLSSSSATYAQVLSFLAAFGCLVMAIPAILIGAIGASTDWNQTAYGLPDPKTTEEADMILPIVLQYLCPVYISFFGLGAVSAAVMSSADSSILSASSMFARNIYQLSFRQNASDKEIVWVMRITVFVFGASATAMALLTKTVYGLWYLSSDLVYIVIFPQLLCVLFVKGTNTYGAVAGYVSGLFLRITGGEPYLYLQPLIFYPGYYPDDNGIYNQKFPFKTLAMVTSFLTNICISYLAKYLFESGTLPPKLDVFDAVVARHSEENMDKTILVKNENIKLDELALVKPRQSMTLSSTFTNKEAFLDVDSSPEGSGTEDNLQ
STK33 inh – inhibitors of purified STK33 kinase, primary screen, biochemical, ADP-Glo luminescence, homogeneous, cell-free | MBP phosphorylation | 320,000 tested, 0.073% active | inhibition, % at 10 µM;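 active = inhibition at or above 25%, using the most active replicate where run in duplicate; inactive = inhibition below 25%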
Target sequence (Q9BYT3 whole entry, looked up): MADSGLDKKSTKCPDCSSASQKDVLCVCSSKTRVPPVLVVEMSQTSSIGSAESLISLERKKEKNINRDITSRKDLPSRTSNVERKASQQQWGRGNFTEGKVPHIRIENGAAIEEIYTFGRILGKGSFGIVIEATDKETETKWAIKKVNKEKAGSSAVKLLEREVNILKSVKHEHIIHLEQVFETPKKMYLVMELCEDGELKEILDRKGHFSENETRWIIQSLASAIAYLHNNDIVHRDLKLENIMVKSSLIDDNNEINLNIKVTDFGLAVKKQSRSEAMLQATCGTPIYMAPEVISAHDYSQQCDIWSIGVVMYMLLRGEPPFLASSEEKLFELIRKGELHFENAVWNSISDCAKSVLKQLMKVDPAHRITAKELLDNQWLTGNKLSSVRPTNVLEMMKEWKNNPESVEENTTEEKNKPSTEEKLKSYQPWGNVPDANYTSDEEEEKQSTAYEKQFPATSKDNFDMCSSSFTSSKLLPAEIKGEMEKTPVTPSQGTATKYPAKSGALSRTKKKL
CHT block – inhibitors of human choline transporter CHT. High affinity choline transporter 1 (Homo sapiens), Q9GZV3. CHT-expressing cells, membrane potential dye, choline response; hits give low values. B-score at 10 µM. 310,000 tested, 0.86% active. AID 488975, 2010;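 active = B-score over 3 SD under the library average, and starting fluorescence ratio not unusually high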;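 note: choline stimulus applied at its EC90 after an EC20 pre-addition; B-score computed on integrated fluorescence ratio after choline addition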
* hit, by the source's call; i = inactive; . = not tested or not shown.

SMILES	CHT allo act	STK33 inh	CHT block
CCC(C)NC(=O)CSc1nnc(-c2ccoc2C)n1CC1CCCO1 (stereo not drawn)	i	-0.1	i
CN(C(=O)CSc1ccncc1)C1CCCN(Cc2ccccc2F)C1 (stereo not drawn)	i	0.9	i
COc1cccc(C(c2c(O)nc(SC)n(C)c2=O)c2c(O)nc(SC)n(C)c2=O)c1	i	-0.7	i
COc1ccc(OC)c(-c2cc(C(=O)Nc3cc(C)n(Cc4ccc(Cl)cc4)n3)no2)c1	i	-1.3	i
COc1ccc(OC)c(/C=N/N(CCC#N)C2=NS(=O)(=O)c3ccccc32)c1	i	-1.3	i
COC(=O)Cc1cc(=O)oc2cc(O)ccc12	i	-1.1	i
O=C(CSc1nc2ccccc2s1)NCc1cc([N+](=O)[O-])ccc1O	i	-0.8	i
COc1cccc(NC(=O)Nc2nnc(N3C(C)CCCC3C)s2)c1 (stereo not drawn)	i	-1.2	i
O=[N+]([O-])c1cc(C(F)(F)F)ccc1Sc1ccc2ccccc2n1	i	-0.9	i
COc1cc(Cl)ccc1OCc1cc(C(=O)N(C)Cc2cn(C)nc2C)no1	i	0.0	i
O=C(Nc1c(C(=O)NCc2ccco2)cnn1-c1ccccc1)c1cccc(F)c1	i	-0.3	i
Cc1ccc(N2C(=O)N(CC(=O)Nc3cccc([N+](=O)[O-])c3C)C(=O)C2C)cc1 (stereo not drawn)	i	-0.7	i
CCC(C(=O)NC1CCCCC1)N(Cc1cccs1)C(=O)CCC(=O)Nc1cc(C)on1 (stereo not drawn)	i	0.2	i
CCOC(=O)C1CCN(C(=O)CNC(=O)c2nn(-c3ccc(OC)c(Cl)c3)c(=O)c3ccccc23)CC1	i	-2.0	i
FC(F)(F)c1ccc(Nc2nnnc3ccccc23)cc1	i	-1.9	i
CC(C)N(CCO)C(=O)C(c1ccccc1)c1ccccc1	i	0.0	i
CNc1nc2ccccc2n(C)c1=O	i	-0.5	i
COc1ccccc1-c1sc2ccccc2c1-c1ccc2c(c1)OCO2	i	-1.5	i
Cc1ccc(-c2nn(C(C)(C)C)c3ncnc(N)c23)cc1	i	3.0	i
Cc1c(O)ccc(-c2n[nH]c(C(=O)O)c2-c2nc3ccccc3s2)c1O	i	-2.9	i

Among those listed so far, 5 have an aryl thioether with sulfur outside any ring.
SMILES	CHT allo act	STK33 inh	CHT block
CCC(C)NC(=O)CSc1nnc(-c2ccoc2C)n1CC1CCCO1 (stereo not drawn)	i	-0.1	i
CN(C(=O)CSc1ccncc1)C1CCCN(Cc2ccccc2F)C1 (stereo not drawn)	i	0.9	i
COc1cccc(C(c2c(O)nc(SC)n(C)c2=O)c2c(O)nc(SC)n(C)c2=O)c1	i	-0.7	i
O=C(CSc1nc2ccccc2s1)NCc1cc([N+](=O)[O-])ccc1O	i	-0.8	i
O=[N+]([O-])c1cc(C(F)(F)F)ccc1Sc1ccc2ccccc2n1	i	-0.9	i

Next section:
SMILES	CHT allo act	STK33 inh	CHT block
CCn1c(SCC(=O)Nc2ccc(NC(=O)c3ccco3)cc2)nnc1-c1cccs1	i	0.2	i
COc1ccc(-n2c(Cc3cccn3C)nnc2SCC(=O)NC2CCCC2)cc1	i	0.3	i
OC(CN1CCN(Cc2ccccc2)CC1)c1ccc(F)cc1 (stereo not drawn)	i	-0.6	i
O=C(NCc1ccco1)C1CCN(c2nc3ccccc3n2Cc2ccccc2F)CC1	i	-0.5	i
CCCC1(C(=O)OC)NC(c2ccc(OC)cc2OC)C2C(=O)N(c3cccc(C(C)=O)c3)C(=O)C21 (stereo not drawn)	i	-0.3	i
COC(=O)CN1C(=O)COc2ccc(Cl)cc21	i	0.0	i
CCOc1ccccc1NCc1nnc(-c2ccccc2)o1	i	-2.6	i
O=C(CSc1nc(=O)n2ccccc2n1)NCc1ccc2c(c1)OCO2	i	-0.8	i
O=C(CCCSc1nc2ccccc2s1)NC1=NCCS1	i	1.5	-15*
CCC(C)C(=O)Nc1nnc(SCC(=O)NC2CCCC2)s1 (stereo not drawn)	i	-0.5	i
CCOC(=O)C1(Cc2ccccc2)CCCN(C2CCN(C(C)=O)CC2)C1 (stereo not drawn)	i	-2.5	i
CC(=O)C(/C=N/c1ncc(C(F)(F)F)cc1Cl)=C(\C)O	i	.	i
COc1ccc(/C=C(/NC(=O)c2ccccc2)C(=O)NCCCn2ccnc2)cc1OC	i	0.4	i
CCOC(=O)c1nnc(-c2ccccc2)nc1N1CC(C)OC(C)C1 (stereo not drawn)	i	1.0	i
Cc1[nH]nc2c1C1(C(=O)Nc3ccc([N+](=O)[O-])cc31)C(C#N)=C(N)O2 (stereo not drawn)	i	0.1	i
COc1ccc(C(=O)CSc2nnc(CC(=O)Nc3ccccc3OC)n2C)cc1	i	0.1	i
COc1ccc(/C=C(/NC(C)=O)C(=O)O)cc1	i	-1.2	i
CC1(c2ccccc2)NC(=O)N(CC(=O)Nc2ccc(S(N)(=O)=O)cc2)C1=O (stereo not drawn)	i	0.4	i
CC(C)CNC(=O)NC(=O)COc1ncnc2sccc12	i	-1.4	i
COc1ccc(CNC(=O)N2CCc3ccccc3C2)cc1	i	-4.5	i
CC(=O)CCc1oc2c([N+](=O)[O-])cccc2c1-c1ccc(C)o1	i	-0.3	i
Cc1ccc(S(=O)(=O)c2cc3c(=O)n4ccccc4nc3n(CCCN3CCOCC3)c2=N)cc1C	i	-1.5	i
CCc1nc(SCC(=O)NNC(=O)C(C)C)c2ccccc2n1	i	0.4	i
Cc1cc(C(C)(C)C)cc(C)c1COC(=O)c1cccnc1	i	-2.1	i
O=C(O)c1ccc2c(c1)C(=O)N(Cc1ccco1)C2=O	i	-0.3	i
O=C(CSc1ncnc2c1cnn2-c1ccc(F)cc1)NC1CCCC1	i	-0.5	i
O=C(NCc1ccco1)C1CC(O)CN1C(=O)Nc1ccccc1 (stereo not drawn)	i	-1.5	i
O=C(NCc1ccc(F)cc1)c1cc(-c2ccncc2)nc2ccccc12	i	0.0	i
O=C(O)CCn1c(SCc2ccccc2)nc2ccccc21	i	-0.5	i
O=c1[nH]c2cc(Cl)cc(Cl)c2[nH]c1=O	i	0.1	i
O=C(C(=O)N1CCN(c2cccc(Cl)c2)CC1)N1CCCCC1	i	-2.0	i
CN(CCc1ccccc1)C1CCCN(S(=O)(=O)N(C)C)C1 (stereo not drawn)	i	-2.2	i
O=C(O)C1CSC2(c3ccc(Br)cc3)CCC(=O)N12 (stereo not drawn)	i	-0.9	i
CCCCc1nnc(NC(=O)Cc2ccc(OC)c(S(=O)(=O)N3CCOCC3)c2)s1	i	1.4	i
O=C(COC(=O)Cc1ccc(F)cc1)NCCc1ccccc1	i	1.1	i
CC(C)C1C(c2ccccc2)N(C)C(c2ccccc2)CC1(O)c1ccccc1 (stereo not drawn)	i	0.1	i
CN1CCN/C1=C(/C(Cl)=C(Cl)Cl)[N+](=O)[O-]	i	0.2	i
CCc1nc(Nc2ccc(O)cc2)c2oc3ccccc3c2n1	i	0.6	i
CC(C)COP(=O)(c1ccc(N(C)C)cc1)C(Nc1ccccc1)c1cccnc1 (stereo not drawn)	i	-1.4	i
COc1cccc(-c2nc(CS(=O)CC(=O)NCc3ccc(F)cc3)c(C)o2)c1 (stereo not drawn)	i	-0.4	i

Filtered by structure, the compounds so far containing a cyano group
SMILES	CHT allo act	STK33 inh	CHT block
COc1ccc(OC)c(/C=N/N(CCC#N)C2=NS(=O)(=O)c3ccccc32)c1	i	-1.3	i
Cc1[nH]nc2c1C1(C(=O)Nc3ccc([N+](=O)[O-])cc31)C(C#N)=C(N)O2 (stereo not drawn)	i	0.1	i

Additional entries:
SMILES	CHT allo act	STK33 inh	CHT block
CCOc1cccc(-c2c(C(=O)N/N=C/c3ccc(C)o3)nnn2-c2nonc2N)c1	i	-0.1	i
COC(=O)c1ccc(NC(=O)Cn2nc(C(=O)Nc3ccc(C)cc3)ccc2=O)cc1	i	-1.5	i
O=C(NNC(=S)NCc1ccc(Cl)cc1)c1cccnc1	i	0.2	i
O=C(NCCc1ccccc1)c1ccc(CS(=O)(=O)c2ccc(Cl)cc2)o1	i	-0.5	i
O=C(COc1ccccc1)Nc1ccc([N+](=O)[O-])cc1	i	-0.1	i
CCn1cc(C(=O)O)c(=O)c2cc(F)c(N3CCN(C(=S)NC(=O)c4ccc(F)c(F)c4)CC3)cc21	i	-1.3	i
COc1cccc(NC(=O)Nc2ccc(CC(=O)O)cc2)c1	i	0.1	i
CC(C)(C)n1nc2c(c1NC(=O)c1cc([N+](=O)[O-])ccc1Cl)CS(=O)(=O)C2	i	-0.6	i
CNc1ccccc(-c2ccc3cc4c(cc3n2)OCO4)c1=O	i	0.2	i
Cc1ccc(-c2cc(C(F)F)n3ncc(C(=O)NN4CCCCC4)c3n2)cc1	i	0.4	i
CCCOc1ccccc1Cn1c(=O)oc2ccc(C)cc21	i	-0.6	i
CCN(c1ccccc1)S(=O)(=O)c1ccc(OC)c(NC(=O)Cn2cnc3c2c(=O)n(C)c(=O)n3C)c1	i	-1.7	i
CCNc1nc(NCC)n2c(SCC(=O)O)nnc2n1	i	-0.9	i
CC1N(C)c2cc(NC(=O)c3cccs3)c(P(=O)(Nc3ccc([N+](=O)[O-])cc3)N3CCOCC3)cc2C1(C)C (stereo not drawn)	i	-1.1	i
O=C(CSc1nnc(SCc2ccc(Cl)cc2)s1)N1CCN(C(=O)c2ccco2)CC1	i	-1.4	i
Cc1ccccc1Nc1nc(N2CCOCC2)nc(N2CCOCC2)n1	i	-0.2	i
CC1C(O)=C(c2nc3ccccc3[nH]2)C(=N)N1c1ccccc1 (stereo not drawn)	i	2.6	i
O=C1C(C=NCCCN2CCOCC2)=C(O)c2ccccc21	i	1.3	i
O=C(CCN1CCN(c2ccccc2)CC1)NNC(=S)Nc1ccccc1	i	-1.0	i
C(=N\Nc1ccc2nncn2n1)/c1ccco1	i	-0.3	i

Complete entries, looked up by structure.
O=C(COc1ccccc1)Nc1ccc([N+](=O)[O-])cc1 is entered as CHT allo act: i; STK33 inh: -0.1; CHT block: i
CCCOc1ccccc1Cn1c(=O)oc2ccc(C)cc21 is entered as CHT allo act: i; STK33 inh: -0.6; CHT block: i
O=C1C(C=NCCCN2CCOCC2)=C(O)c2ccccc21 is entered as CHT allo act: i; STK33 inh: 1.3; CHT block: i

Random excerpt: two records from the list.
SMILES	CHT allo act	STK33 inh	CHT block
CCCOc1ccccc1Cn1c(=O)oc2ccc(C)cc21	i	-0.6	i
C(=N\Nc1ccc2nncn2n1)/c1ccco1	i	-0.3	i

Later entries.
SMILES	CHT allo act	STK33 inh	CHT block
Cc1cc(C(=O)OCC(=O)N(C)C2CCS(=O)(=O)C2)c(C)n1-c1ccccc1 (stereo not drawn)	i	-1.7	i
CC(C)NC(=O)/C(C#N)=C/c1cccc(NC(=O)c2ccccc2Cl)c1	i	0.6	i
CCN(CC)CCNC(=O)c1cccc(NC(=O)C(=O)c2ccccc2NC(C)=O)c1	i	-2.7	i
COc1ccc(O)c(-c2cn[nH]c2-c2cccs2)c1	i	5.4	i
O=C(Nc1ccc2c(c1)OCCO2)C1CCCN(S(=O)(=O)c2cccnc2)C1 (stereo not drawn)	i	-1.5	i
Cc1ccc(C(=O)NCCC(=O)N2CCC3(CC2)NCCc2[nH]cnc23)cc1C	i	0.5	i
COc1ccc(-n2cc(C#N)c(=O)[nH]c2=O)cc1	i	0.9	i
O=C(CSc1nc(O)c(C2CCCCC2)c(=O)[nH]1)Nc1ccc(Cl)cc1	i	-1.5	i
Cc1ccnc(NC(=O)CNC(=O)c2ccc3ccccc3c2)c1	i	0.3	i
COC(=O)C1=C[C@@H](C(=O)OC)C2C3=C(C(=O)C24CCCCC4)[C@H](C)n2c(=O)n(C)c(=O)n2[C@@H]3C1 (stereo partly drawn)	i	0.8	i
C/C(=N/NC(=O)c1sc(=S)n(C)c1C)c1ccccc1	i	-0.4	i
Cc1cc(C)nc(SCC(=O)N2CCOCC2)n1	i	-1.1	i
COc1cccc(Cn2cnc3c([N+](=O)[O-])c(C)c(C)cc32)c1	i	0.7	i
Cc1ccccc1COc1cccc(/C=N/NC(=O)c2nnn(-c3nonc3N)c2C)c1	i	1.9	i
CNC(=O)/C(=C\c1ccco1)NC(=O)c1ccco1	i	-1.7	i
COc1ccc(-c2csc(NC(=O)c3ccccc3NS(=O)(=O)c3ccc(C)cc3)n2)cc1	i	-0.3	i
CC1=C(C(=O)Nc2ccccn2)C(c2ccc3c(c2)OCO3)C2=C(CC(C)(C)CC2=O)N1 (stereo not drawn)	i	-1.5	i
COc1ccc(C(=O)C(Cc2cc(C(C)=O)ccc2OC)N2CCCC2)cc1 (stereo not drawn)	i	0.6	i
CC(C)(C)n1nc2c(c1NC(=O)Cc1ccc([N+](=O)[O-])cc1)CS(=O)(=O)C2	i	-0.5	i
COc1cccc(-c2cc(C(=O)N3CCN(C(c4ccccc4)c4ccccc4)CC3)no2)c1	i	0.3	i
Cc1ccn2c(Nc3ccc4c(c3)OCO4)c(-c3ccccn3)nc2c1	6.3*	-2.8	i
Cn1c(=O)cc(OCCCC(=O)NCCC2=CCCCC2)c2ccccc21	i	-1.5	i
O=C(CN1CCCCCCC1)N/N=C/c1ccccc1F	i	-0.5	i
O=C(O)C1CC=CCC1C(=O)NCc1ccc2c(c1)OCO2 (stereo not drawn)	i	-2.2	i
COCC(C)NC(=O)c1cc(-c2ccccc2OC)on1 (stereo not drawn)	i	0.2	i
COc1ccc(Cl)cc1S(=O)(=O)N1CCCC(C(=O)N2CCOCC2)C1 (stereo not drawn)	i	-1.2	i
CCOC(=O)CSC1=C(C#N)C(c2ccc(Cl)cc2)CC(=O)N1 (stereo not drawn)	i	1.2	i
CCOC(=O)c1ccc(NC(=O)Nc2ccon2)cc1	i	-0.8	i

Compound activity: PubChem, several laboratories
